TRHR enhancer: qHTS for Small Molecule Agonists and Allosteric Enhancers of Human TRH Receptor: Primary Screen for Enhancers; Thyrotropin-releasing hormone receptor (Homo sapiens), P34981; TRHR cells, fluo-8 calcium fluorescence, EC20 TRH enhancement; enhancement, % at 2 µM; 0.66% of 360,000 active; in the data active means enhancement above about 30%; further: 0% is about no effect
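TRHR-expressing cells loaded with fluo-8 calcium dye were read kinetically (ex 480/em 530) during compound addition, then stimulated with an EC20 of TRH (10 nM final). Enhancement of the Gq-mediated intracellular calcium response was scored.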
D1 potentiator: Potentiators of Human D1 Dopamine Receptor: qHTS; D(1A) dopamine receptor (Homo sapiens), P21728; HEK293 TREx D1 cells, calcium flux, dopamine EC20 potentiation; potentiation, % at 10 µM; 0.036% of 360,000 active; AID 504651, 2011; in the data active means potentiation above about 30%; further: 0% is about no effect
Target sequence (P21728 whole entry, looked up): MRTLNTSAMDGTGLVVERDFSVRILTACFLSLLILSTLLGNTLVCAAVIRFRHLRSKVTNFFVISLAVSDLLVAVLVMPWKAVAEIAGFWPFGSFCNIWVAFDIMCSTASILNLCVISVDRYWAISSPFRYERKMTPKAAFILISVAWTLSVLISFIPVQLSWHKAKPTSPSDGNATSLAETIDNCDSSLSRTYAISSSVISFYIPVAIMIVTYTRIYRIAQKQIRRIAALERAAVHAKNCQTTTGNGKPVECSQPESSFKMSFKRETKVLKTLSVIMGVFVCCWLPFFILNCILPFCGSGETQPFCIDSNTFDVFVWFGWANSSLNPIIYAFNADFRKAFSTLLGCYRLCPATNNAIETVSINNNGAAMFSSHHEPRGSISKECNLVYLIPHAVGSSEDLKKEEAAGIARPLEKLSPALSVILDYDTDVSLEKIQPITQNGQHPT
D1 antag: Antagonist of Human D 1 Dopamine Receptor: qHTS. 3.2% of 360,000 active. D(1A) dopamine receptor (Homo sapiens), P21728. AID 504652, 2011. activity change, negative = inhibition, % at 10 µM. HEK293 TREx D1 cells, calcium flux, dopamine EC80; active compounds read low; in the data active means activity change below about -30%; further: on the % scale 0 is the no-effect control and ±100 the full control effect
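Kinetic fluorescence of a calcium dye serves as the read-out. D1-expressing Hek293 Trex cells, induced overnight at 30 C, are exposed to compound for 180 s before an EC80 dopamine addition, then read 180 s further.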
RXFP1 antagonist: qHTS Assay for Antagonists of the Relaxin Receptor RXFP1. Relaxin receptor 1 (Homo sapiens), Q9HBX9. HEK293-RXFP1, relaxin-stimulated cAMP HTRF, 30 min; active compounds read low. 0.59% of 350,000 active. activity change, negative = inhibition, % at 57.5 µM;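 active means activity change of -60% or lower, but not beyond a set lower limit; inconclusive means change between -60% and -40%, or beyond the set limit; inactive means change above -40%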; further: on the % scale 0 is the no-effect control and ±100 the full control effect
TRHR agonist: qHTS for Small Molecule Agonists and Allosteric Enhancers of Human TRH Receptor: Primary Screen for Agonists; TRHR cells, calcium flux fluo-8, FDSS agonist mode; activation, % at 2 µM; 0.18% of 360,000 active; AID 493084, 2011; further: 0% is about no effect
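Agonist-mode FDSS calcium read (Ex 480/Em 530, 1 s cycles) in 1536-well TRHR cells with fluo-8 dye, after 10-cycle baseline and 23 nL compound addition; TRH at EC20 (10 nM final) added afterwards for the enhancer phase.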
D2 potentiator: HTS Assay for Positive Allosteric Modulators of the Human D2 Dopamine Receptor: Primary Screen for Potentiators; D(2) dopamine receptor (Homo sapiens), P14416; HEK293 T-REx D2, calcium flux, EC20 dopamine potentiation; potentiation, % at 10 µM; 0.34% of 340,000 active; AID 485347, 2010;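 active means potentiation over 3 SD above the plate norm, cut at about 30% in these data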; further: 0% is about no effect
Target sequence (P14416 whole entry, looked up): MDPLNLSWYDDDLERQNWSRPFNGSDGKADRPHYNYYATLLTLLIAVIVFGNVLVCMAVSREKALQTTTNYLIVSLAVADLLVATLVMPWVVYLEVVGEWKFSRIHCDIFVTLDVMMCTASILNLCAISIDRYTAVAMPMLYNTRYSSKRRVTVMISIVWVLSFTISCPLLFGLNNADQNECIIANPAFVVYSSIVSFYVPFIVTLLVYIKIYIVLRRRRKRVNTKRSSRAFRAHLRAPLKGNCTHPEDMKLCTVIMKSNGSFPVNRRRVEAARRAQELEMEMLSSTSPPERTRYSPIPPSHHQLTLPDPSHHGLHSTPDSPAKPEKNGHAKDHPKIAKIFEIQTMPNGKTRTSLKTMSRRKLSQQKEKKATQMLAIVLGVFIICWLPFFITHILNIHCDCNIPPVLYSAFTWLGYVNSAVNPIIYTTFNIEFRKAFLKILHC
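Calcium flux readout, no-wash dye, 1 read/s. Inducible HEK293 Trex D2 line, overnight 30 C. Compound alone 180 s (agonist flags), then EC20 dopamine, another 180 s to score potentiation.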
D2 antagonist: HTS Assay for Allosteric Antagonists of the Human D2 Dopamine Receptor: Primary Screen for Antagonists | D(2) dopamine receptor (Homo sapiens), P14416 | HEK293 TREx D2 cells, calcium flux, dopamine EC80 | inhibition, % at 10 µM | 2% of 340,000 active | AID 485344, 2010; in the data active means inhibition above about 30%; further: 0% is about no effect
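In this primary screen, negative modulation is detected by tracking calcium flux after an EC80 dopamine challenge in inducible HEK293 T-REx D2 cells preexposed to test compound for 180 s.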
D2 ag: HTS Assay for Allosteric Agonists of the Human D2 Dopamine Receptor: Primary Screen for Agonists | D(2) dopamine receptor (Homo sapiens), P14416 | HEK293 T-REx D2 cells, calcium flux agonist mode | activation, % at 2 µM | 0.53% of 340,000 active;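 active means activation over 3 SD above normal in the single-dose calcium agonist read, cut at about 30% in these data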; further: 0% is about no effect
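Tetracycline-induced HEK293 T-REx cells with force-coupled D2 receptor, plated overnight at 30 C, loaded with no-wash calcium dye. After a 10 s baseline, compound was pin-added and calcium flux read kinetically for 180 s; calcium rises flagged agonists.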
D1 agonist: Allosteric Agonists of the Human D1 Dopamine Receptor: qHTS. 1% of 360,000 active. D(1A) dopamine receptor (Homo sapiens), P21728. AID 504660, 2011. activation, % at 2 µM. HEK293 T-REx D1 cells, calcium flux, agonist mode; further: 0% is about no effect
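Inducible HEK293 T-REx D1 cells, force-coupled to calcium signalling, were plated at 4000 cells/well with tetracycline and held overnight at 30 C. After no-wash calcium dye loading, compound-evoked calcium rise over 180 s flagged agonists.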
* marks the source's active call; other numbers are inactive results; ? = inconclusive; · = not tested or not shown; & = joins results of further samples. Unless noted, no stated cut-off is given here; in the data, active means activation above about 30%; inactive means the rest.

SMILES	TRHR enhancer	D1 potentiator	D1 antag	RXFP1 antagonist	TRHR agonist	D2 potentiator	D2 antagonist	D2 ag	D1 agonist
CCOC(=O)c1cc2ccc(OC)c(OC)c2c(=O)s1	-4	0	-18	-6	0.5	-11	0	-0.9	0
COc1ccccc1N(Cc1cc(=O)[nH]c2ccccc12)C(C)=O	-10	-6	-6	4	0.6	14	1	1.5	0
CC(C)CNC(=O)C(=O)Nc1cc2c3c(c1)CCC(=O)N3CCC2	-23	0	-3	4	-0.3	6	13	0.5	1
COc1ccccc1-n1c(SCC(=O)N2CCCCC2)nnc1-c1ccccc1O	1	-4	0	2	-0.2	-11	2	-0.2	2
O=C(CSc1nc2[nH]ncc2c(=O)[nH]1)Nc1ccc(Cl)c(Cl)c1	9	0	21	-1	-0.4	-7	21	0.3	-2
O=C(/C=N/O)NCCN1CCCCC1	1	-1	16	9	-1.4	7	-3	0.3	6
Cc1ccc(C)c(S(=O)(=O)N2CCN(C(=O)Cc3ccsc3)CC2)c1	-6	4	9	-1	-0.2	11	8	-1.8	4
COc1ccccc1NS(=O)(=O)c1cc(C(=O)NCC(c2ccc(F)cc2)N2CCOCC2)ccc1C (stereo not drawn)	-1	-2	-3	-2	0.2	-5	-4	-0.2	0
NC(=O)c1c(NC(=O)Cc2cccs2)sc2c1CCC2	0	-4	-2	2	-0.6	2	-2	-0.5	-4
C=CCN(c1ccc(C(=O)Nc2cccc([N+](=O)[O-])c2)cc1)S(C)(=O)=O	-5	-7	-10	13	0.0	-29	37*	0.3	3
CCOC(=O)c1ccc(N2C(=O)c3n[nH]c(C)c3C2c2ccccc2OC)cc1 (stereo not drawn)	12	3	15	·	-1.1	3	·	-0.4	-1
Cc1ccc(Cn2c(SCc3ccc(C(=O)NCCc4ccccc4)cc3)nc3ccncc32)cc1	-1	-3	-10	-31	2.1	·	·	0.4	17

Exported in CSV form: entries from further up.
Molecule,TRHR enhancer,D1 potentiator,D1 antag,RXFP1 antagonist,TRHR agonist,D2 potentiator,D2 antagonist,D2 ag,D1 agonist
O=C(CSc1nc2[nH]ncc2c(=O)[nH]1)Nc1ccc(Cl)c(Cl)c1,9,0,21,-1,-0.4,-7,21,0.3,-2
COc1ccccc1N(Cc1cc(=O)[nH]c2ccccc12)C(C)=O,-10,-6,-6,4,0.6,14,1,1.5,0
Cc1ccc(Cn2c(SCc3ccc(C(=O)NCCc4ccccc4)cc3)nc3ccncc32)cc1,-1,-3,-10,-31,2.1,·,·,0.4,17
COc1ccccc1-n1c(SCC(=O)N2CCCCC2)nnc1-c1ccccc1O,1,-4,0,2,-0.2,-11,2,-0.2,2

Following part
SMILES	TRHR enhancer	D1 potentiator	D1 antag	RXFP1 antagonist	TRHR agonist	D2 potentiator	D2 antagonist	D2 ag	D1 agonist
CC(=O)Nc1cccc(NC(=O)c2cc([N+](=O)[O-])ccc2N2CCCCC2)c1	-3	-6	-14	-3	1.5	16	-7	0.7	-1
C/C(NC1CCCC1)=C(/C#N)C(N)=O	4	-3	-21	-22	0.1	·	·	·	2
N/C(=N\c1nc2ccccc2o1)NC(=O)c1ccccc1F	-4	-5	0	-9	0.5	0	-4	0.9	2
COc1c(S(=O)(=O)n2nc(C)cc2C)ccc(Cl)c1Cl	-11	16	1	-5	0.0	12	7	-0.3	0
CC(=O)c1sc(-c2cccc(Cl)c2)nc1C	-4	-3	10	-7	0.1	-1	4	0.2	1
CS(=O)(=O)c1ccc(Cl)c(NC(=O)COC(=O)CNC(=O)c2ccc3ccccc3c2)c1	-2	1	0	-5	-0.2	-1	7	-0.4	0
COc1ccc(N=C(N(C)C)P(=O)(N(C)C)N(C)C)cc1	6	-10	0	-13&-1	0.6	-2	2	0.2	0
CCOc1ccc(NC(=O)CSc2ccc3nnc(-c4ccccn4)n3n2)cc1	24	-4	5	-2	-0.3	5	0	-0.9	0
O=C1c2ccccc2S(=O)(=O)N1CC(O)Cn1ccc2ccccc21 (stereo not drawn)	-2	-1	4	·	0.8	13	11	-0.9	3
COc1ccc(NC(=S)NC2CC3CCCC(C2)N3C2CC2)cc1 (stereo not drawn)	4	-8	-38*	0	0.0	0	-6	0.5	3
CC1=CC(C)C2C(=O)N(CCC[N+](C)(C)C)C(=O)C2C1 (stereo not drawn)	-3	0	0	-2	0.0	3	4	-1.1	0
CC1=C/C(=C(/c2ccc(O)c(C)c2)c2ccccc2S(=O)(=O)O)C=CC1=O	-7	-2	0	6	-1.4	0	13	-0.2	4
CC(=O)N/C(=C/c1ccc(OS(=O)(=O)c2ccc(C)cc2)cc1)C(=O)NCCCO	-3	7	4	10	0.6	-2	-4	1.1	3
Cc1oc(-c2cccc(Cl)c2)nc1CSc1nc2c(c(=O)[nH]1)CCC2	10	1	-8	·	-0.7	-1	8	-0.6	1
COC(=O)[C@H](C)NC(=O)Nc1ccc(Oc2ccccc2)cc1	-1	-3	-14	1	-0.4	0	-30	-0.2	2
CC(C)NC(=O)c1ccc(-c2cccc(C(F)(F)F)c2)o1	2	0	7	-16	-0.9	-8	-11	1.1	4
COc1ccc(CCN=C(N)NS(=O)(=O)c2ccccc2)cc1	-2	0	-9	6	0.0	11	-13	-2.4	3
CCOC(=O)NCc1ccc(S(=O)(=O)Nc2ccc(C)cc2)cc1	2	0	-2	2	1.2	11	7	0.5	19
Cc1ccc2nc(SCC(=O)Nc3cccc([N+](=O)[O-])c3)[nH]c2c1	-5	-4	-6	-3	-0.7	-20	-9	-0.8	0
CCOC(=O)c1c(NC(=O)CC2Sc3ccc(C(F)(F)F)cc3NC2=O)sc(C)c1C (stereo not drawn)	0	-3	-27	-11	0.1	8	2	0.7	0
CSc1c(C#N)sc(=S)n1-c1ccc(C)cc1	8	-2	-10	-21	5.7	-5	10	0.9	3
Cc1ccc(NC(=O)c2ccc(S(=O)(=O)N3CCCCC3)cc2)nc1	0	·	-17	1	-0.2	-6	26	-0.6	13
CCOc1ccc(NC(=O)CC(Cc2cc(C)cc(C)c2)C(=O)O)cc1 (stereo not drawn)	6	-6	-2	-3	-0.5	-10	8	-0.6	3
COC(=O)c1ccc2c(=O)n3nc(Nc4ccc(F)cc4F)sc3nc2c1	4	-1	18	-2	0.5	3	·	0.6	1
Cc1ccc2oc(=O)n(CCCOc3ccccc3C)c2c1	-4	-3	3	-12	-0.3	-1	-7	-0.8	3
Cc1cc(S(=O)(=O)N2CCN=C2c2ccccc2)ccc1F	-5	-3	·	20	-0.5	12	13	0.9	1
O=C(/C=C/c1ccco1)N1CCN(S(=O)(=O)c2cccs2)CC1	3	-5	-7	9	-0.1	-5	7	-1.1	2
COc1cccc(C(=O)NCc2ccc(N3CCN(C(=O)OC(C)(C)C)CC3)cc2)c1	5	-5	8	-1	-0.1	26	3	0.6	8
CS(=O)(=O)N(CC(=O)NCCSCc1ccccc1)c1cc(C(F)(F)F)ccc1Cl	-5	-3	2	-10	0.0	8	·	-1.6	9
CCC(C(=O)NN1C(=O)c2ccccc2C1=O)c1ccccc1 (stereo not drawn)	5	-1	7	12	-0.9	-11	3	0.8	1
COc1ccc(N(C2CSC2)S(=O)(=O)c2ccccc2)cc1	-3	-4	-6	2	-0.2	4	-14	0.0	5
Cc1cc(C)nc(N/N=C/c2cn[nH]c2-c2ccc(F)cc2)n1	-7	-4	-14	-1	0.1	-2	-7	0.3	1
Cc1c(CN2CCC(Oc3ccc(C(=O)N4CCCCC4)cc3)CC2)cnn1C	-4	-2	9	-3	0.6	4	-6	0.8	3
CCn1nc(C)c(NC(=O)CCCSc2nc(-c3ccco3)cc(C(F)(F)F)n2)c1C	-1	-2	-3	-2	-0.5	4	1	-0.1	2
COc1ccc(N2CCN(C(=O)c3oc4ccccc4c3NC(=O)c3ccccc3OC)CC2)cc1	14	-5	1	-10	-1.3	6	·	·	3
C=C(C)Cn1c(CCn2c3ccccc3c3ccccc32)n[nH]c1=S	3	0	1	-65*	0.1	13	-7	0.8	4
COc1cc(C#N)ccc1OC(=O)C1CCN(C(=O)c2ccc(F)cc2)CC1	-5	-3	-11	-3	-0.6	10	-22	-1.0	10
CCOC(=O)C1CCCN(C(=S)NC2CCCC2)C1 (stereo not drawn)	-5	10	8	-3	-0.7	-17	2	0.8	1
Cc1nonc1NC(=O)OC1CCCCC1	-5	0	-4	-3	-0.4	16	-13	-0.1	2
O=C(OCC(=O)N1CCOCC1)c1cc(S(=O)(=O)N2CCOCC2)c(Cl)cc1Cl	14	-3	1	-2	0.2	·	·	·	0
CCCN1CCN(C(=O)c2ccc(CS(=O)c3ccc(F)cc3)o2)CC1 (stereo not drawn)	3	2	-21	12	0.3	1	-1	1.1	0
CCCCc1c(C)nc(N)[nH]c1=O	1	0	0	2	0.2	9	-15	-1.7	2
COCCn1c(N)c(N(Cc2ccccc2)C(=O)C2CCCCC2)c(=O)[nH]c1=O	-1	1	4	0	-0.3	-8	4	1.3	1
CCC(C)NC(=O)c1[nH]c2cc(C)ccc2c1Sc1ccc(Cl)cc1 (stereo not drawn)	6	-1	11	-12	0.6	4	·	-0.1	1
Cc1ccsc1/C=N/Nc1nc(Cl)c(Cl)cc1Cl	0	5	13	9	0.7	-18	-10	-0.7	0
Cc1ccc(Nc2nc(NCc3ccco3)c3ccccc3n2)cc1	4	-17	-66*	?	2.3	2	2	1.3	47*
CCOc1ccc2nc(NC(=O)c3cc(=O)c4cc(C)cc(C)c4o3)sc2c1	3	0	-6	-3	0.3	4	·	1.7	0
Cc1cc(C)n2nc(SCC(=O)N(C)C)nc2n1	3	3	4	-3	0.7	-1	-10	-0.2	-2
Cc1cc(Br)cc(C)c1OCCCCN(C)C	-6	-14	8	0	2.0	-24	-14	-1.2	14
N#CCCN1CCN(CCC#N)CC1	20	1	-14	2	0.5	2	-16	0.9	1
CC(C)CN(C1CCS(=O)(=O)C1)S(=O)(=O)c1ccc2ccccc2c1 (stereo not drawn)	6	-6	1	-8	-0.3	3	2	-1.8	2
CCOc1ccc(C(=O)NC2CCN(S(=O)(=O)c3ccccc3)CC2)cc1	9	-2	3	1	0.3	6	-8	-0.5	3

Random draw from the library, and some 7.3% of all compounds hit somewhere here.
